From PubChem BioAssay
phage Ecoli inh – E. coli growth loss with phage present | 360,000 compounds, 0.26% hits | growth absorbance | AID 651602 | inhibition, % at 11.9 µM; in the data active = inhibition above about 11%
PfHsp90 yeast 2 – inhibits growth of yeast expressing Plasmodium falciparum Hsp90 | S. cerevisiae expressing PfHsp90, BacTiter-Glo ATP, 48 h; yeast lacking PDR1 and PDR3 efflux regulators | inhibition, % at 9.4 µM | 310,000 compounds, 0.32% hits;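 active = every replicate shows inhibition above about 80%, whatever the replicate mean, limit read from the data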;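 also: 0% = DMSO neutral controls and 100% = 20 µM radicicol positive controls; yeast relying on Plasmodium falciparum Hsp90 in place of its own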
Arr AP2 block – blocks beta-arrestin peptide binding to AP2 adaptin | FITC-arrestin peptide / GST-AP2 beads, flow cytometry; AP2 beta2 appendage carries R879A mutation | inhibition, % at 10 µM | 340,000 compounds, 0.31% hits | AID 504490;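 active = inhibition above a set limit, near 3 SD of compounds lacking own fluorescence, cut at about 54% in these data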;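 also: plate controls were DMSO wells for no effect and 5 µM unlabelled arrestin peptide for full effect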
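Measured by: flow cytometry, FL1 (488/535 nm); Material: AP2 appendage R879A on GSH beads; Evaluation: percent response; Timing: pre-incubation 12 min, peptide binding 1 h, room temperature; Also added: 50 nM FITC-arrestin peptide; Medium: PBS with 0.05% Tween 20 and 0.1% BSA.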
PKA-R1A act – activates the PKA-R1A holoenzyme complex | PKA-R1A dissociation, Cy5-IP20 fluorescence polarization; scaled: DMSO 0%, 113 µM cGMP 100% | activation, % at 11.4 µM | 340,000 compounds, 0.083% hits;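 active = percent activation above the mean of all tested compounds plus 3 SD, cut at about 19% in these data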;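 also: higher means more PKAc released from R1A so a rise in polarization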
Ecoli viability – counter-screen for AddAB inhibitors: E. coli growth inhibition; inhibition, % at 11.9 µM; 330,000 compounds, 0.27% hits; E. coli V3065 growth, OD600 absorbance, 18 h; AID 449728;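 active = inhibition above the campaign's mean inhibition across all tested compounds plus 3 SD, cut at about 9.9% in these data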;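 also: uninfected addAB+ strain grown without phage in ampicillin broth; 0% = DMSO wells and 100% = ciprofloxacin 0.95 µg/ml wells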
MOR-DOR inv ag – inverse agonist of human OPRM1-OPRD1 heterodimerization. 340,000 compounds, 0.21% hits. inhibition, % at 9.3 µM. AID 504357. cell-based MOR-DOR heterodimer luminescence, inverse agonism. P35372+P41143; in the data active = inhibition above about 22%, passing the limit was not always enough;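 also: 0% = cells with DMSO and 100% = wells without cells with DMSO; values of inactives mirror those of a sister screen read the other way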
Tat transport – inhibitors of E. coli Tat protein transport | E. coli MC4100 TorA-mCherry Tat export, fluorescence | 340,000 compounds, 0.036% hits | inhibition, % at 10 µM;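 active = mean replicate inhibition at least 50% and at least half of replicates individually reaching 50%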;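 also: exported cargo escapes ClpAP degradation while cytoplasmic cargo is degraded and loses fluorescence; 0% = median of neutral control wells and 100% = median of NaSCN control wells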
AddAB inh – less growth of phage-infected E. coli with AddAB | AID 435030 | inhibition, % at 11.9 µM | E. coli expressing H. pylori AddAB, absorbance growth | 330,000 compounds, 0.29% hits; in the data active = inhibition above about 12%;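 also: 0% = vehicle wells of infected cells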
Pemphigus Ab inh – blocks pemphigus antibody binding to human desmoglein-3. DSG3-coupled beads, scFv-anti-DSG3-GFP binding, flow cytometry; hits give low values. 310,000 compounds, 0.48% hits. binding (percent of control), % at 10 µM. P32926;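 active = binding more than 3 SD below its plate's average and above zero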;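 also: hits lower antibody fragment binding to DSG3; some compounds called inactive have numbers as strong as hits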
Target sequence (P32926 whole entry, looked up, the tested form may be a part): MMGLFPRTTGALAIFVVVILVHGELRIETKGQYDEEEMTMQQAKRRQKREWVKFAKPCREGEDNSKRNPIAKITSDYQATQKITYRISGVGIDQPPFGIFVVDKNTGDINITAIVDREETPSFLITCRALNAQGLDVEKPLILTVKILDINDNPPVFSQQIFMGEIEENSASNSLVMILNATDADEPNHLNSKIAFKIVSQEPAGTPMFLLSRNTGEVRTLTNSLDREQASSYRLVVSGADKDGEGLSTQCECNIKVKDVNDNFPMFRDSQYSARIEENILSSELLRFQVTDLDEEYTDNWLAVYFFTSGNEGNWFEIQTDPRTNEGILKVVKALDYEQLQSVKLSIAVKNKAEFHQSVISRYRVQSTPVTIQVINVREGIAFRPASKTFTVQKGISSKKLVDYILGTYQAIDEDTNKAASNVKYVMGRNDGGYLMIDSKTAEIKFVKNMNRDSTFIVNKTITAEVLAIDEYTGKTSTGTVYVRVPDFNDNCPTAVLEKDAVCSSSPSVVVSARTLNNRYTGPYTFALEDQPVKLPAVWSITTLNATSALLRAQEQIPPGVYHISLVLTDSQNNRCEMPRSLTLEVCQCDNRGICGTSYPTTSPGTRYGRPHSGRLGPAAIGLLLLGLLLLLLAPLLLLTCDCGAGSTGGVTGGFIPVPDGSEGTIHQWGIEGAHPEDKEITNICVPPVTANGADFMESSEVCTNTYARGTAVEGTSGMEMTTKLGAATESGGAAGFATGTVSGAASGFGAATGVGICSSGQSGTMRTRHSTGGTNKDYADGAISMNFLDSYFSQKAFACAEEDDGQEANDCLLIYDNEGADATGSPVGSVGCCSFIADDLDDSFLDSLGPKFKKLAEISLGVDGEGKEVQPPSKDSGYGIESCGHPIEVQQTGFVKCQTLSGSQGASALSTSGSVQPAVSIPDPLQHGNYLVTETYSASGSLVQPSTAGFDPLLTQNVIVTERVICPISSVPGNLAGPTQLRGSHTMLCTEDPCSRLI
SUMO Mot1 rescue – blocks SUMOylation pathway, rescuing yeast Mot1-301 growth. S. cerevisiae Mot1-301 growth rescue, ATP luminescence, 38.5C; percent above DMSO median, 100 means doubled. growth rescue, % at 18.8 µM. 320,000 compounds, 1% hits;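 active = every valid replicate shows activation above 250% relative to neutral control wells; inactive = the rest, any valid replicate at or below 250%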;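 also: OY570 slx delta 5 strain wells were the positive control but not used for scaling; some compounds called inactive have numbers as strong as hits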
OPRM1-OPRD1 ag – OPRM1-OPRD1 heterodimerization agonism; 340,000 compounds, 0.3% hits; AID 504326; P35372+P41143; cells, luminescence; activation, % at 9.3 µM; in the data active = activation above about 18%;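 also: 0% = vehicle-treated cells and 100% = reference agonist; values of inactives mirror those of a sister screen read the other way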
* marks the source's active call; other numbers are inactive results; nt = no result given.

#1 Cc1cc(C)cc(OCC(=O)Nc2cccc(-c3nc4ncccc4o3)c2)c1
#2 Cc1nc(-c2ccc(Cl)cc2)sc1C1(C)CC(c2ccccc2Br)=NO1 (stereo unspecified)
#3 COc1ccc(NC(=O)c2cc(S(=O)(=O)N3CCCCC3)ccc2C)cc1S(=O)(=O)N1CCOCC1
#4 O=[N+]([O-])c1ccc(/C=C/c2ccc3cccc(O)c3n2)cc1
#5 Cc1cc(=O)[nH]c(SCC(=O)NCCc2ccccc2)n1
assay / compound	1	2	3	4	5
phage Ecoli inh	0.2	1.9	1.2	-0.9	1.4
OPRM1-OPRD1 ag	-0.6	-0.3	-1.6	6.3	-2.8
Tat transport	-7	-4	2	-5	-7
AddAB inh	-0.6	2.1	nt	-2.6	-1.6
MOR-DOR inv ag	4	2	7	-35	15
PKA-R1A act	7	3	-16	0	-3
PfHsp90 yeast 2	6	nt	nt	-18	-6
Pemphigus Ab inh	101	104	77	93	98
Arr AP2 block	1	4	-4	57*	-6
Ecoli viability	-2.1	-2.6	nt	-2.5	0.0
SUMO Mot1 rescue	13	-5	nt	39	-26

#6 CC(C)(C)c1[nH]nc2c1C(C1C=CCCC1)C(C#N)=C(N)O2 (stereo unspecified)
#7 Cc1ccccc1OCC(=O)NN1Cc2ccccc2C1=N
#8 Cc1csc(NC(=O)c2ccc(C)o2)n1
#9 COc1ccc(C(=O)N[C@H](C(=O)NCc2ccccc2)C(C)C)cc1
#10 C(=C/c1ccnc2nc(SC/C=C/c3ccccc3)nn12)/c1ccccc1
assay / compound	6	7	8	9	10
phage Ecoli inh	4.1	2.4	2.8	2.9	3.3
OPRM1-OPRD1 ag	-1.9	0.7	0.5	-0.6	-1.9
Tat transport	-4	-3	-1	-1	-3
AddAB inh	-0.5	3.0	2.9	1.6	-1.6
MOR-DOR inv ag	8	-4	-2	3	10
PKA-R1A act	-4	-9	-1	-11	-2
PfHsp90 yeast 2	7	-1	-47	13	-4
Pemphigus Ab inh	100	73	80	111	97
Arr AP2 block	-8	13	3	4	0
Ecoli viability	-1.5	0.2	0.9	-1.8	-0.8
SUMO Mot1 rescue	-22	-18	6	-7	218

#11 COc1ccc(C(=O)O/N=C(\C)c2cnccn2)cc1
#12 CC(=O)N1CCN(c2ccc(NC(=O)C(C)Oc3ccc(Cl)cc3Cl)cc2)CC1 (stereo unspecified)
#13 CC1CCN(c2[nH]c(=S)c(C#N)c3c2CCCC3)CC1
#14 O=C(Cc1ccccc1)NCc1ccc2c(c1)OCO2
#15 CC1Cc2nc(SCC(N)=O)n(C)c(=O)c2S1 (stereo unspecified)
assay / compound	11	12	13	14	15
phage Ecoli inh	-0.3	1.8	-0.6	2.0	0.1
OPRM1-OPRD1 ag	1.3	1.2	-1.0	-1.2	-1.1
Tat transport	-5	-3	-4	-7	3
AddAB inh	2.5	2.3	0.5	1.1	1.5
MOR-DOR inv ag	-6	-6	6	7	6
PKA-R1A act	3	-6	8	0	-9
PfHsp90 yeast 2	-15	-36	-33	-27	-21
Pemphigus Ab inh	103	94	98	101	99
Arr AP2 block	-2	7	3	10	0
Ecoli viability	-0.6	2.8	0.1	-2.6	-0.6
SUMO Mot1 rescue	-4	-18	17	nt	-20

#16 Cc1cccc(CN2CCN(c3nc4nonc4nc3NC3CC3)CC2)c1
#17 Cc1cc(C(=O)N/N=C/c2cccnc2)c(C)o1
#18 NC(=O)CC(NC(=O)Cc1ccc(Br)cc1)c1ccc(NCCN2CCCCC2)c([N+](=O)[O-])c1 (stereo unspecified)
#19 CCOC(=O)Cc1csc(NC(=O)c2cccs2)n1
#20 CN(C)CC1CCC/C(=C\c2ccc(OC(=O)c3ccc(Cl)cc3)cc2)C1=O (stereo unspecified)
assay / compound	16	17	18	19	20
phage Ecoli inh	-0.3	4.3	2.1	3.7	1.8
OPRM1-OPRD1 ag	0.8	1.7	-0.7	1.2	-1.5
Tat transport	-12	6	-6	-2	-2
AddAB inh	3.1	0.5	3.4	0.2	nt
MOR-DOR inv ag	-4	-10	4	-7	7
PKA-R1A act	-3	-3	0	3	3
PfHsp90 yeast 2	nt	-18	-4	nt	3
Pemphigus Ab inh	118	69	100	101	nt
Arr AP2 block	28	-1	1	1	38
Ecoli viability	-0.6	2.4	-0.7	0.1	nt
SUMO Mot1 rescue	1	0	-8	-8	nt

#21 COc1cc(/C=C/c2ccc3cccc(OC)c3n2)c(OC(C)=O)c([N+](=O)[O-])c1
#22 CC(C)n1nccc1NC(=O)Nc1ccccc1
#23 O=C(COC(=O)c1cccnc1Cl)Nc1ncc(Cl)cc1Cl
#24 COc1ccc(CN(C)CC(=O)Nc2cccc(S(N)(=O)=O)c2)c(OC)c1OC
#25 CCOC(=O)C(CCCCOc1ccc([N+](=O)[O-])cc1)C(=O)OCC
assay / compound	21	22	23	24	25
phage Ecoli inh	2.7	2.3	2.4	-4.2	nt
OPRM1-OPRD1 ag	-3.5	-1.6	-1.3	-0.8	1.5
Tat transport	0	-1	6	-3	5
AddAB inh	-0.8	-0.7	2.3	-0.3	3.8
MOR-DOR inv ag	17	10	6	4	-8
PKA-R1A act	-1	3	-15	-12	-4
PfHsp90 yeast 2	-43	1	-11	9	13
Pemphigus Ab inh	101	98	102	91	103
Arr AP2 block	1	-7	6	18	3
Ecoli viability	-0.2	-2.7	2.5	0.3	-2.3
SUMO Mot1 rescue	-13	30	nt	13	84

#26 Cc1nc(Nc2cccc(C(C)O)c2)c2nnn(Cc3ccc(F)cc3)c2n1 (stereo unspecified)
#27 CCn1cc(C(=O)NCCCOC)c(=O)c2cc(S(=O)(=O)N(C)C)ccc21
#28 COc1ccc(S(=O)(=O)Nc2ccccn2)cc1C
#29 O=C(N/N=C/c1ccc(Cl)cc1)C1CC12CCC2 (stereo unspecified)
#30 CCCN(/C=N/c1sc2c(c1C#N)CCCCC2)CCC
assay / compound	26	27	28	29	30
phage Ecoli inh	1.3	2.0	5.6	5.2	1.7
OPRM1-OPRD1 ag	4.0	-3.2	-3.8	3.0	0.6
Tat transport	-8	-3	4	5	6
AddAB inh	2.6	4.6	1.0	-1.4	0.3
MOR-DOR inv ag	-20	16	19	-17	-3
PKA-R1A act	6	-2	-6	-2	-10
PfHsp90 yeast 2	nt	nt	14	2	-26
Pemphigus Ab inh	116	108	89	108	101
Arr AP2 block	-4	-2	25	nt	8
Ecoli viability	-1.0	2.9	-1.5	-0.6	0.4
SUMO Mot1 rescue	-20	-19	-6	nt	6

Reprinted from the part before: 2 entries, followed by the next part.
#29 O=C(N/N=C/c1ccc(Cl)cc1)C1CC12CCC2 (stereo unspecified)
#30 CCCN(/C=N/c1sc2c(c1C#N)CCCCC2)CCC
#31 CCCn1c(SCC(=O)N2CCCc3ccccc32)nnc1-c1ccco1
#32 O=C(Nc1ccc2c(c1)C(=O)NC2=O)c1ccccc1
#33 O=C(Nc1ccc2oc(-c3ccccc3F)nc2c1)c1ccccc1F
#34 Cc1c(CNC(=O)c2cnn3c2NC(c2ccccc2)CC3C(F)(F)F)cnn1C (stereo unspecified)
#35 C=Cc1ncc(OC)c2c1[nH]c1ccccc12
assay / compound	29	30	31	32	33	34	35
phage Ecoli inh	5.2	1.7	0.5	1.1	-1.0	2.6	nt
OPRM1-OPRD1 ag	3.0	0.6	2.3	-0.6	-2.4	0.9	3.4
Tat transport	5	6	-3	10	-6	-1	0
AddAB inh	-1.4	0.3	1.3	-2.3	2.8	0.8	2.9
MOR-DOR inv ag	-17	-3	-14	3	12	-5	-17
PKA-R1A act	-2	-10	1	-1	4	7	3
PfHsp90 yeast 2	2	-26	-10	29	13	24	-26
Pemphigus Ab inh	108	101	92	101	107	86	100
Arr AP2 block	nt	8	6	7	18	8	15
Ecoli viability	-0.6	0.4	1.4	-0.9	2.7	0.3	2.3
SUMO Mot1 rescue	nt	6	32	-16	8	7	-16

#36 CCOc1ccccc1NS(=O)(=O)c1cc2c3c(c1)C(C)C(=O)N3CCC2 (stereo unspecified)
#37 CN(C)c1ccc(CNC2C3CC4CC(C3)CC2C4)cc1 (stereo unspecified)
#38 Cc1ccc(C(=O)NCCn2cc(SCC(=O)Nc3cc(C)on3)c3ccccc32)cc1
#39 COc1cc(NC(=S)NCCCN2CCOCC2)cc(OC)c1
#40 O=C(CN1C(=O)/C(=C/c2cccc(Br)c2)SC1=S)NCCCN1CCOCC1
assay / compound	36	37	38	39	40
phage Ecoli inh	1.9	0.9	2.7	0.2	2.6
OPRM1-OPRD1 ag	-1.6	-3.0	1.7	-2.6	-1.4
Tat transport	-4	-2	6	-3	5
AddAB inh	3.2	1.9	-3.6	3.7	2.5
MOR-DOR inv ag	8	15	-10	14	8
PKA-R1A act	1	-11	-3	3	-12
PfHsp90 yeast 2	2	-2	13	16	8
Pemphigus Ab inh	nt	106	109	nt	105
Arr AP2 block	6	4	-2	-5	-17
Ecoli viability	1.4	1.2	-4.0	-0.3	-2.2
SUMO Mot1 rescue	-3	81	14	239	-9

Quoted at random: 2 compounds from above
#40 O=C(CN1C(=O)/C(=C/c2cccc(Br)c2)SC1=S)NCCCN1CCOCC1
#37 CN(C)c1ccc(CNC2C3CC4CC(C3)CC2C4)cc1 (stereo unspecified)
assay / compound	40	37
phage Ecoli inh	2.6	0.9
OPRM1-OPRD1 ag	-1.4	-3.0
Tat transport	5	-2
AddAB inh	2.5	1.9
MOR-DOR inv ag	8	15
PKA-R1A act	-12	-11
PfHsp90 yeast 2	8	-2
Pemphigus Ab inh	105	106
Arr AP2 block	-17	4
Ecoli viability	-2.2	1.2
SUMO Mot1 rescue	-9	81

Next part:
#41 NS(=O)(=O)c1cccc(NC(=O)CCSc2ccccc2Cl)c1
#42 CN(CC(=O)Nc1cccc(F)c1)C(=O)CCCNC(=O)c1ccc(Cl)cc1
#43 COc1ccc(C)cc1S(=O)(=O)N1CCCC(C(=O)N2CCOCC2)C1 (stereo unspecified)
#44 COc1cccc(CN(C(=O)/C=C/c2ccco2)C2CCS(=O)(=O)C2)c1 (stereo unspecified)
#45 Cc1ccccc1/C=C/C(=O)N1CCOCC1
assay / compound	41	42	43	44	45
phage Ecoli inh	3.4	4.0	2.3	1.7	3.3
OPRM1-OPRD1 ag	-0.4	0.8	-1.6	-0.8	-2.5
Tat transport	5	-7	3	12	-8
AddAB inh	0.8	1.1	4.0	2.8	5.3
MOR-DOR inv ag	2	-5	8	4	14
PKA-R1A act	-4	7	0	5	-3
PfHsp90 yeast 2	-1	10	-22	14	-9
Pemphigus Ab inh	98	103	101	103	102
Arr AP2 block	2	21	10	24	9
Ecoli viability	1.5	-0.5	-0.1	-0.9	-0.1
SUMO Mot1 rescue	3	6	10	3	-8
